Screening data (PubChem)
UTI89 phage lysis: protection from phage-mediated lysis, alamar blue read-out – E. coli UTI89, K1F phage, bacterial capsule biogenesis inhibitors (AID 488966); E. coli UTI89 K1F phage lysis, alamar blue, 2 h; higher % means a stronger effect; inhibition, % at 100 µM; hits with a dose series show IC50 in µM; hit rate 0.02% among 340,000;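 active = phage lysis inhibition, versus mean bacterial control, above a set limit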;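 note: capsule biogenesis inhibitors block K1F phage lysis so surviving cells raise fluorescence; higher fluorescence means more inhibition of phage lysis; actives were called in the ten point dose series up to 300 µM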
* marks the source's active call; other numbers are inactive results; [ ] = remark or other dose.

SMILES	UTI89 phage lysis
CC(C)C(C)(C#N)NC(=O)COC(=O)C1CCN(S(=O)(=O)c2ccc3c(c2)OCCO3)CC1 (stereo not given)	0.2%[50 µM]
COc1ccc(C(=O)NC2CCN(Cc3ccccc3)C2)cc1S(=O)(=O)N1CCOCC1 (stereo not given)	0.4%[50 µM]
Cc1noc(C)c1C(=O)OCC(=O)Nc1ccccc1SCC#N	0.5%[50 µM]
CC(NC(=O)c1ccc(NC(=O)CC2SC(N3CCCC3)=NC2=O)cc1)c1ccc(F)cc1 (stereo not given)	-0.2%[50 µM]
COC(=O)c1ccc(C)c(NC(=O)CSc2nc3[nH]c(=O)cc(O)c3s2)c1	-0.1%[50 µM]
Cc1cc(Br)c(NC(=O)C(C)Sc2nnnn2C)c(Br)c1 (stereo not given)	1.0%[50 µM]
Cc1cc(Cn2nnc3ccccc32)c(O)c(C(C)(C)C)c1	-0.6%
COc1ccccc1NC(=O)c1ccc(NC(=O)COC(=O)c2cncc(Br)c2)cc1	1.2%[50 µM]
CN(C)c1ccc(O)c2c1CC1CC3[C@@H](N(C)C)C(=O)C(C(N)=O)C(=O)[C@]3(O)C(=O)C1C2=O (stereo not given in full)	-16%
Cn1c(SCC(=O)c2ccccc2)ncc(C(=O)Nc2ccc(F)cc2)c1=O	1.0%[50 µM]
Nc1ccc2ccccc2c1N=Nc1ccccc1	-1.4%
Cc1cc(C)cc(NC(=O)COC(=O)CCC2CCCC2)c1	0.0%[50 µM]
O=C(Cc1cccs1)NCCS(=O)(=O)N1CCN(c2cccc(Cl)c2)CC1	0.7%[50 µM]
CC(=O)c1cc2c(=O)c3ccccc3oc2nc1C	0.5%
O=C(COC(=O)c1cccnc1Cl)NC(=O)c1ccc(OC(F)F)cc1	1.0%[50 µM]
Cn1nc(C(=O)NNC(=O)CCc2ccccc2Cl)c2ccccc2c1=O	1.5%[50 µM]
CC(=O)N1CCN(S(=O)(=O)c2cccc(C(=O)OCc3ccc(C(C)(C)C)cc3)c2)CC1	-0.2%[50 µM]
COc1cc(Cl)c(C)cc1NC(=O)CSc1nnc(CN2CCCC2)o1	0.4%[50 µM]
COc1ccc(-c2c(-c3ccccc3OC)oc3ccccc23)cn1	0.3%
COc1ccc(-c2oc(=O)c3cc(OC)c(OC)cc3c2C#C[C@]2(O)CC[C@H]3[C@@H]4CCc5cc(OC)ccc5[C@H]4CC[C@@]32C)cc1	2.9%
CC(C)(C)[C@H]1COC(=O)CCC/C=C/C[C@H](CC(=O)NCCO)C(=O)N1	2.1%
O=C(NNC(=O)C1CC(=O)N(c2ccc3c(c2)OCCO3)C1)c1ccc(F)cc1 (stereo not given)	-0.3%[50 µM]
O=C(NCC(c1cccs1)N1CCOCC1)c1cc2ccccc2oc1=O (stereo not given)	0.4%[50 µM]
COc1ccc(C(=O)NCCc2ccc(C(F)(F)F)cc2)cc1S(=O)(=O)N1CCOCC1	0.3%[50 µM]
CC1CCCN(C(=O)COC(=O)Cc2c[nH]c3ccccc23)C1 (stereo not given)	1.8%[50 µM]
CCOC(=O)[C@H]1[C@H]2COc3ccc(Cl)cc3[C@@H]2N2C(=O)c3cc(Br)ccc3NC(=O)[C@@]12C	0.8%
O=C(NCc1ccc2c(c1)OCO2)c1ccc2c(c1)S(=O)(=O)c1ccccc1C2=O	-0.1%
O=C(CSc1cc(Cl)ccc1Cl)Nc1ccc(N2CCOCC2)cc1	0.5%[50 µM]
COc1ccc(NC(=O)CN(C)CC(=O)Nc2ccc(C)c(S(=O)(=O)N3CCCCC3)c2)cc1	-0.1%[50 µM]
O=C1CCc2cc(NS(=O)(=O)c3ccc([N+](=O)[O-])cc3)cc3c2N1CCC3	-0.8%[50 µM]
COc1ccccc1CNC(=O)COC(=O)C1CCN(c2ccc(C(F)(F)F)cn2)CC1	-0.1%[50 µM]
COc1ccc(OC)c(S(=O)(=O)Nc2cc3c4c(c2)CCN4C(=O)CC3)c1	1.1%[50 µM]
Cn1c(=O)c2[nH]c(CCCC(=O)O)nc2n(Cc2ccccc2)c1=S	0.2%
CC(Sc1nnnn1C1CC1)C(=O)N1c2ccccc2NC(=O)C1(C)C (stereo not given)	0.3%[50 µM]
O=C(COc1ccc(F)cc1Br)NCC1(N2CCOCC2)CCCCC1	0.5%[50 µM]
CCOc1ccc(S(=O)(=O)N2CCCC(C(=O)NCC3CCCO3)C2)cc1Cl (stereo not given)	0.9%[50 µM]
COc1ccc2cc(C(=O)N(C)CC(=O)Nc3ccccc3Br)ccc2c1	0.7%[50 µM]
COc1cc2sc(-c3ccccc3OC)c(-c3ccc(OCCN4CCOCC4)cc3)c2cc1OC	0.1%
O=C(Nc1cc(S(=O)(=O)N2CCOCC2)ccc1Oc1ccc(F)cc1)C1=COCCO1	-0.8%[50 µM]
O=c1[nH]cc(NCc2ccccc2)c(=O)[nH]1	-0.4%

By substructure, the compounds so far with an aryl thioether with sulfur outside any ring (7)
SMILES	UTI89 phage lysis
Cc1noc(C)c1C(=O)OCC(=O)Nc1ccccc1SCC#N	0.5%[50 µM]
COC(=O)c1ccc(C)c(NC(=O)CSc2nc3[nH]c(=O)cc(O)c3s2)c1	-0.1%[50 µM]
Cc1cc(Br)c(NC(=O)C(C)Sc2nnnn2C)c(Br)c1 (stereo not given)	1.0%[50 µM]
Cn1c(SCC(=O)c2ccccc2)ncc(C(=O)Nc2ccc(F)cc2)c1=O	1.0%[50 µM]
COc1cc(Cl)c(C)cc1NC(=O)CSc1nnc(CN2CCCC2)o1	0.4%[50 µM]
O=C(CSc1cc(Cl)ccc1Cl)Nc1ccc(N2CCOCC2)cc1	0.5%[50 µM]
CC(Sc1nnnn1C1CC1)C(=O)N1c2ccccc2NC(=O)C1(C)C (stereo not given)	0.3%[50 µM]

Further records follow.
SMILES	UTI89 phage lysis
O=C(CSc1nc2[nH]c(=O)[nH]c(=O)c2s1)Nc1cccc(F)c1	1.7%[50 µM]
O=C(/C=C/c1ccc(S(=O)(=O)N2CCOCC2)cc1)NCCc1ccc(C(F)(F)F)cc1	0.0%[50 µM]
Cc1nc2ccc(NS(=O)(=O)c3ccccc3Cl)cc2s1	0.5%[50 µM]
CCOC(=O)C1=CC[C@]2(C)c3c(c4ccccc4n3C)C(=O)C1N2C	0.5%
O=C(NCCCN1CCOCC1)c1ccc(S(=O)(=O)Nc2cccc(C(F)(F)F)c2)cc1	0.8%[50 µM]
CCOC(=O)[C@H]1[C@H]2COc3ccc(OC)cc3[C@@H]2N2C(=O)c3cc(C)ccc3NC(=O)[C@@]12C	0.3%
CC1(c2ccc3c(c2)OCO3)NC(=O)N(CC(=O)Nc2ccccc2)C1=O (stereo not given)	0.8%[50 µM]
COc1ccc(/C=C/C(=O)NCCCNC(=O)/C=C/c2ccc(OC)c(OC)c2)cc1OC	0.1%
CN(CC(=O)Nc1ccc(Cl)c(C(F)(F)F)c1)C(=O)c1cccs1	0.4%[50 µM]
C(=NOCCc1ccccc1)c1ccncc1	-0.2%
CSc1nc2ccc(NC(=O)c3cccs3)cc2s1	0.8%
Cc1ccc(NC2(C#N)CCCC2)cc1	-4.8%
CC1CCC/C(=C\c2ccc(O)cc2)C1=O (stereo not given)	-1.8%
Cn1c(=O)c2[nH]c(NN=Cc3cccc(Br)c3)nc2n(C)c1=O	4.9%
CCOc1cc(N2CCOCC2)c(OCC)cc1NC(=O)c1nn(CC)c(=O)c2ccccc12	0.3%[50 µM]
COc1ccccc1C(=O)NC(CCSC)C(=O)NNC(=O)c1ccccc1O (stereo not given)	0.2%[50 µM]
CC(C)C(NC(=O)c1ccc(C(C)(C)C)cc1)C(=O)Nc1ccc(N2CCOCC2)cc1 (stereo not given)	0.8%[50 µM]
O=C(CC(=O)c1ccccc1)CS(=O)(=O)c1ccccc1	-3.4%
COc1cccc(NC(=O)C(=O)NCCCN2CCCC2=O)c1	0.7%[50 µM]
Cc1ccc(CN2Cc3cccc4c3[C@@H](CC2=O)[C@H](O)[C@H](O)C4)cc1	-0.2%
O=C(CN1c2cccc3cccc(c23)S1(=O)=O)NCc1ccc(F)cc1	0.4%
CCOc1ccc(Cl)cc1C1=CC(=O)C[C@H](c2ccc(OC)cc2)C1	1.8%
CN(C(=O)COC(=O)CCC(=O)c1ccccc1)c1c(N)n(Cc2ccccc2)c(=O)[nH]c1=O	0.1%[50 µM]
Cc1ccc(C(=O)COC(=O)c2cccc([N+](=O)[O-])c2)s1	0.7%[50 µM]
O=C1C[C@@H]2c3c(cccc3CN1Cc1ccc(F)cc1)C[C@@H](O)[C@H]2O	1.2%
COc1ccc(-c2nnc(SCC(=O)N(C)C3CCS(=O)(=O)C3)n2C(C)C)cc1 (stereo not given)	0.1%
CCOc1ccccc1NC(=O)C1CCCC1	0.0%
CCn1nnc2cc(C(=O)N(CCOC)CC(=O)Nc3cccc(C)c3C)ccc21	0.6%[50 µM]
CCOc1ccc(NS(=O)(=O)c2ccc(C(=O)NC3CCN(Cc4ccccc4)CC3)cc2)cc1	0.6%
O=C(NN=Cc1ccccc1)NN=Cc1ccccc1	1.9%
CC(OC(=O)/C=C/c1ccc(Br)cc1)C(=O)N1CCOCC1 (stereo not given)	-1.7%
O=C(NCCc1ccc(C(F)(F)F)cc1)c1ccc2c(c1)OCO2	0.0%
COc1ccc2c(C)cc(SCC(=O)NCC3CCCO3)nc2c1 (stereo not given)	0.1%[50 µM]
CC(C)C[C@@H](CNCC(=O)[C@H](Cc1c[nH]c2ccccc12)NC(=O)c1[nH]cnc1C(=O)N[C@@H](C)CN)NC(=O)c1nc[nH]c1C(=O)N[C@@H](CC(=O)O)C(=O)O	0.3%
CC1(C)N=C(N)N=C(N)N1CCCCc1ccccc1	0.4%
CC(=O)c1sc(NC(=O)CN2C(=O)C3CCCCC3C2=O)nc1-c1ccccc1 (stereo not given)	0.4%[50 µM]
Nc1ccccc1/C=N\N=C/c1ccccc1N	0.0%
O=C(O)/C(=C\c1ccc(Cl)c([N+](=O)[O-])c1)c1ccc(S(=O)(=O)N2CCCC2)s1	-0.3%[50 µM]
COc1ccc(-c2oc3cc(O)c(OC)c(O)c3c(=O)c2OC)cc1O	-2.1%
O=C(COC(=O)CNC(=O)c1ccccc1)NCCCc1ccccc1	-1.2%
COCc1c(C(=O)OCc2nnc(-c3ccc([N+](=O)[O-])cc3)o2)oc2ccccc12	-3.5%
CC(C)CC1NC(=O)N(CC(=O)Nc2cc([N+](=O)[O-])ccc2F)C1=O (stereo not given)	0.1%[50 µM]
CCN1C(=O)NC(c2ccccc2)C1=O (stereo not given)	4.7%
O=C(CSc1c2c(nc3ccc(Cl)cc13)CCCC2)N1CCN(C(=O)c2ccco2)CC1	-0.3%
CCOC(=O)C1=CN(Cc2cccc(F)c2)S(=O)(=O)N(CC)C1c1ccc(F)c(Cl)c1 (stereo not given)	0.2%
Cc1ccc(S(=O)(=O)N2CCN(C(=O)CCC(=O)NCc3cccc(C(F)(F)F)c3)CC2)cc1	-0.9%[50 µM]
COc1ccccc1NC(=O)C(C)OC(=O)Cn1cnc2c1c(=O)n(C)c(=O)n2C (stereo not given)	0.5%[50 µM]
CCCn1c(N)c(C(=O)COC(=O)/C=C/c2ccc(OC(F)F)c(OC)c2)c(=O)[nH]c1=O	-1.9%
O=C(COC(=O)c1cc2ccccc2cc1O)NCc1ccccc1	-1.4%
CCOC(=O)C(C#N)(Cc1cc(OC)cc(OC)c1)Cc1cc(OC)cc(OC)c1	-0.7%
COC(=O)[C@@]12CCCN1[C@H](c1ccc(-c3ccccc3)c(OC)c1)[C@H]1C(=O)N(C)C(=O)[C@H]12	0.3%
Cn1c(N)c(C(=O)COC(=O)/C=C/c2cccc(C(F)(F)F)c2)c(=O)n(C)c1=O	0.2%[50 µM]
CCCn1c(N)c(N(CCOC)C(=O)c2cc(Cl)nc3ccccc23)c(=O)[nH]c1=O	1.0%[50 µM]
CCCCSc1nc2c([nH]1)c(=O)n(C)c(=S)n2C	1.3%
O=C(COC(=O)/C=C/c1ccc(Br)o1)Nc1cccc(S(=O)(=O)N2CCOCC2)c1	-0.1%
CSc1ncccc1C(=O)Nc1ccc2c(c1)OCCO2	1.6%
O=C(Nc1cccc(-c2ccc(N3CCOCC3)nn2)c1)c1ccccc1	0.3%[50 µM]
Cc1ccc(NC(=O)CSc2nc(N)cc(=O)[nH]2)cc1S(=O)(=O)N1CCCCCC1	0.2%
CCOc1ccc(N2CC(C(=O)Nc3cccc(S(=O)(=O)N4CCCC4)c3)CC2=O)cc1 (stereo not given)	3.4%[50 µM]
CCCCCN(C(=O)CCC(=O)OCc1cc(C(C)=O)ccc1OC)c1c(N)n(CCCC)c(=O)[nH]c1=O	0.9%[50 µM]

3 structures from above, ordered by formula weight, smallest number first:
SMILES	UTI89 phage lysis
COc1ccccc1NC(=O)C(C)OC(=O)Cn1cnc2c1c(=O)n(C)c(=O)n2C (stereo not given)	0.5%[50 µM]
COC(=O)[C@@]12CCCN1[C@H](c1ccc(-c3ccccc3)c(OC)c1)[C@H]1C(=O)N(C)C(=O)[C@H]12	0.3%
O=C(CSc1c2c(nc3ccc(Cl)cc13)CCCC2)N1CCN(C(=O)c2ccco2)CC1	-0.3%

(continued)
SMILES	UTI89 phage lysis
COc1ccccc1NC(=O)C(C)Sc1nc2ccccc2c(=O)n1CC1CCCO1 (stereo not given)	1.5%[50 µM]
COCCN(C(=O)COC(=O)CCSc1ccc(F)cc1)c1c(N)n(Cc2ccccc2)c(=O)[nH]c1=O	1.2%[50 µM]
CN(C(=O)c1cccc(NC(=O)C2CCN(C(=O)OC(C)(C)C)CC2)c1)C1CCC1	1.0%
CC(C(=O)Nc1ncc([N+](=O)[O-])s1)N1C(=O)c2ccccc2S1(=O)=O (stereo not given)	1.8%[50 µM]
COc1ccc(-c2coc3cc(O[C@@H]4O[C@H](CO)[C@@H](O)[C@H](O)[C@H]4O)ccc3c2=O)cc1	2.1%
CCN(CC(=O)NCc1cccs1)C(=O)c1cc(=O)[nH]c2ccccc12	0.7%[50 µM]
O=C(NCCCN1CCOCC1)c1cccc(S(=O)(=O)NCc2ccccc2)c1	-0.7%
O=C(NC(=S)NCc1ccc(Cl)cc1Cl)c1ccco1	-3.6%
CN(C(=O)c1cccc(NC(=O)Cc2ccc(NC(=O)C3CCN(C(=O)c4ccccc4)CC3)cc2)c1)C1CC1	0.0%

The list is partial. The share of hits here may be higher or lower than overall.
